IL1B NFkB inh = blocks IL-1B driven NFkB nuclear translocation in HUVEC cells. 94,000 tested, 0.43% active. HUVEC IL-1B NFkB p65 nuclear translocation imaging. AID 796. inhibition, % at 2 µM;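 active means inhibition above about 30% together with a positive call from visual inspection of the well image, limit read from the data; inconclusive means inhibition above a set limit but visual check negative; inactive means inhibition not above a set limit, visual check negative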;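 further: nuclear over cytoplasmic p65 intensity ratio measured by imaging; 0% = IL-1B stimulated DMSO wells and 100% = unstimulated DMSO wells; values of inactives mirror those of a sister screen read the other way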
Bcl-B displacement = displacers of TR3 peptide from Bcl-B, primary screen, selectivity assay for Bfl-1 inhibitor project, biochemical, fluorescence polarization. FP displacement of FITC-TR3 peptide from Bcl-B; higher % means a stronger effect. displacement, % at 20 µM; hits with a dose series show IC50 in µM. 96,000 tested, 0.11% active. AID 748;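 active means displacement above 50% at 20 µM plus a fluorescence interference ratio under 1.5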;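 further: plate controls were wells without compound for no effect and wells lacking Bcl-B protein for full effect; a part of the inactive calls stands beside numbers as strong as those of hits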
PLAP inhibitors HTS = inhibition of human placental alkaline phosphatase – biochemical, luminescence, HTS (AID 690); 96,000 tested, 0.08% active; purified PLAP, luminescent substrate; higher % means a stronger effect; inhibition, % at 20 µM; hits with a dose series show IC50 in µM; in the data active means a potency from the dose series; inactive means the rest, 99 in 100 with inhibition below about 30%; further: strong numbers were not always called active
MRP resist rev = MRP-mediated drug resistance reversal; H69AR cells + 2 uM doxorubicin, CellTiter-Glo, 72 h; differential viability (reversal), % at 10 µM; 85,000 tested, 0.04% active;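 active means viability drop by adding the cancer drug above about 55%, with treated viability meeting a 40% cutoff, limit read from the data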;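 further: viability without doxorubicin minus viability with 2 µM doxorubicin for each compound; larger differential means the compound sensitizes cells more to doxorubicin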
IL1B NFkB pot = enhances IL-1B driven NFkB nuclear translocation. HUVEC IL-1B NFkB p65 nuclear translocation imaging. activation, % at 2 µM. 94,000 tested, 0.3% active. AID 819;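 active means activation above 40%, about the mean plus 3 SD, also judged a hit on visual image review; inconclusive means activation above 40% but not a hit on visual review; inactive means activation not above 40% and no visual hit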;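 further: percent activation is computed from the nuclear over cytoplasmic p65 intensity ratio; values of inactives mirror those of a sister screen read the other way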
MRP resist rev cytotoxicity = recorded beside MRP resist rev, whose call it bears; viability, %; H69AR cells, CellTiter-Glo, 72 h; measured here: cytotoxicity without doxorubicin
MRP resist rev with doxorubicin = recorded beside MRP resist rev, whose call it bears; viability, %; measured here: viability with 2 uM doxorubicin; hits give low values
IL1B NFkB inh cell count 2 µM = further read-out of IL1B NFkB inh, marked with its call; cell count; measured here: cells passing quality filter;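 raw number of nuclei counted in each imaged well without normalization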
IL1B NFkB pot cell count 2 µM = second read-out of IL1B NFkB pot, no call of its own (marks repeat the call); cell count; measured here: cells passing quality filter
* marks the source's active call; other numbers are inactive results; u = inconclusive; x = no result given. An excerpt; the hit share may differ from the screen's.

SMILES	IL1B NFkB inh	IL1B NFkB inh cell count 2 µM	Bcl-B displacement	PLAP inhibitors HTS	MRP resist rev	MRP resist rev cytotoxicity	MRP resist rev with doxorubicin	IL1B NFkB pot	IL1B NFkB pot cell count 2 µM
Cc1ccc(CSc2nnc(-c3ccncc3)n2C)cc1	11	207	-7%	25%	6	93	87	-11	207
CCN(CC)C(=O)c1c[nH]c2ccc(S(=O)(=O)Nc3cc(C)cc(C)c3)cc2c1=O	-1	121	28%	x	18	95	77	1	121
COc1ccc(OCCSc2nnc(-c3ccccc3)n2N)cc1	0	88	-8%	31%	10	97	87	0	88
O=S(=O)(NCc1cccs1)c1cccc2cccnc12	-1	120	-8%	10%	2	88	86	1	120
COc1ccc(NC2C=CS(=O)(=O)C2)c(OC)c1 (stereo not drawn)	-4	171	-8%	-5%	6	75	69	4	171
CCOc1cccc(C(=O)Nc2cnn(Cc3ccccc3)c2)c1	-26	188	-1%	26%	x	x	x	27	188
COc1ccc(C2C(C(N)=O)=C(C)Nc3nc(-c4ccccc4)nn32)cc1OC (stereo not drawn)	-11	175	6%	11%	-17	87	103	11	175
COc1cccc2cc(C(=O)N3CCc4ccccc43)c(=O)oc12	-13	66	16%	15%	-1	84	84	13	66
CN1CCN(C(=O)c2ccc3c(=O)n4c(nc3c2)CCCCC4)CC1	-4	168	-4%	12%	-8	96	104	4	168
CCC(C)NC(=O)c1cn(-c2cccc(C)n2)cn1 (stereo not drawn)	3	146	0%	13%	x	x	x	-3	146
O=C(CC1CCCCC1)NCCCN1CCOCC1	4	168	7%	3%	2	100	98	-4	168
COc1ccc2c(c1OC)C(=O)N1c3cccc(Cl)c3C(=O)OC21 (stereo not drawn)	-13	78	-18%	6%	x	x	x	13	78
S=C(Nc1ccc(N2CCOCC2)cc1)Nc1ccc2nc(-c3ccco3)c(-c3ccco3)nc2c1	45*	155*	56%	-36%	5	33	28	-45	155
Cc1c(C(=O)Nc2ccc3c(c2)OCO3)sc2nc(-c3ccccc3)cn12	-2	124	-11%	18%	4	80	76	2	124
CCCCCn1ccc(=N)cc1	17	149	3%	20%	14	93	79	-17	149
CCOCC(=O)Nc1ccc(S(=O)(=O)Nc2ncccn2)cc1	-8	119	-10%	-4%	-8	80	88	8	119
CCCc1nnc(NC(=O)Cn2c(=O)oc3ccccc32)s1	-18	171	-3%	-12%	-4	98	102	18	171
CN(C)NC1CCS(=O)(=O)C1 (stereo not drawn)	-6	84	14%	-12%	x	x	x	6	84
CC12/C(=N/O)C3C4CC5C3/C(=N/O)C1C5C42 (stereo not drawn)	-18	138	-12%	6%	12	112	99	18	138
Cc1noc(C)c1CSc1nnc(-c2ccccc2)n1Cc1ccco1	-12	157	4%	-45%	17	91	74	12	157
CCOC(=O)c1c(NC(=O)CSc2nncs2)sc(C)c1C	-2	165	0%	2%	x	x	x	2	165
COc1cc(C(=O)Nc2ccc3c(c2)OCO3)ccc1-n1cnnn1	-11	141	5%	16%	x	x	x	11	141
COc1ccccc1NC(=O)CSc1nc2ccccc2c(=O)n1CCNC(C)=O	0	124	1%	0%	-7	90	98	0	124
COc1cccc(-c2nnn(CCC(=O)O)n2)c1	-18	95	4%	-15%	-3	93	96	18	95
O=C(c1ccccc1)N1CCC(O)(c2ccc3c(c2)OCO3)CC1	-8	162	x	x	12	97	85	8	162
(listing goes on)
SMILES	IL1B NFkB inh	IL1B NFkB inh cell count 2 µM	Bcl-B displacement	PLAP inhibitors HTS	MRP resist rev	MRP resist rev cytotoxicity	MRP resist rev with doxorubicin	IL1B NFkB pot	IL1B NFkB pot cell count 2 µM
O=C(N/C(=C/c1ccc(Br)cc1)c1nc2ccccc2[nH]1)c1ccco1	-3	174	-8%	4%	x	x	x	3	174
CC1CCc2c(nc3ncnn3c2N2CCN(c3ccccc3F)CC2)C1 (stereo not drawn)	x	x	-2%	-3%	-6	47	53	x	x
C=CCn1c(SCC)nc2sc3c(c2c1=O)CCc1ccccc1-3	-4	137	-3%	5%	x	x	x	4	137
CCc1ccc(OCc2ccc(C(=O)NCc3ccccn3)o2)cc1	x	x	4%	-50%	6	88	82	x	x
O=C(CC(C(=O)N1CCc2ccccc21)n1ccnc1)N1CCc2ccccc2C1 (stereo not drawn)	-3	188	48%	-36%	-19	64	83	3	188
COC(=O)c1ccc(Oc2nc3c(c(=O)n(C)c(=O)n3C)n2CCC(C)C)cc1	-5	148	-9%	-6%	14	70	56	5	148
CC1=CCC2C(=O)N(c3ccc(C)cc3)C(=O)C2C1 (stereo not drawn)	-6	161	-1%	-11%	-1	90	91	6	161
COc1ccc(OC)c(C2C(C(=O)c3cccs3)=C(O)C(=O)N2CCN(C)C)c1 (stereo not drawn)	-30	131	-10%	-14%	-12	88	99	30	131
CCCCn1nc2cc(C(=O)NCc3ccccc3OC)ccc2c1OCC	2	162	1%	-56%	x	x	x	-2	162
Cc1nn(-c2ccccc2)c2c1C1(C(=O)N3c4c(cccc41)C(C)CC3(C)C)C(C#N)=C(N)O2 (stereo not drawn)	-10	57	-5%	-64%	-16	39	55	10	57
CC(C)COc1cccc(C(=O)Nc2ccc(S(=O)(=O)N3CCOCC3)cc2)c1	11	72	-6%	17%	-1	22	22	-11	72
COc1ccc(-c2nnn(CC(=O)NCc3cccs3)n2)cc1OC	21	121	0%	13%	-9	83	92	-21	121
CCCOc1ccc([C@@H]2C3CN(C(=O)OCC)CC=C3C(C#N)=C(N)C2(C#N)C#N)cc1OC (stereo partly drawn)	-6	164	0%	-16%	-3	41	44	6	164
CCOC1OC2C(CO)OC(n3cnc4c(N)ncnc43)C2O1 (stereo not drawn)	x	x	-7%	12%	16	105	90	x	x
Cc1ccc(SCc2nc(-c3ccccc3)no2)cc1	1	148	-8%	18%	11	106	95	-1	148
COCCNC(=O)c1ccc2ccccc2n1	-2	155	-14%	-12%	12	101	89	2	155
Cc1ccc(-c2nc3ccccc3o2)cc1NC(=S)NC(=O)c1cccs1	-1	134	-101%	11%	x	x	x	1	134
COc1ccc(Nc2cc(C(=O)NCCCN3CCOCC3)c3ccccc3n2)c(OC)c1	u	x	5%	-28%	12	105	92	-38	92
CCOc1ccc(C(=S)N2CCCC2)cc1	-16	182	-16%	11%	11	94	83	16	182
CC(Oc1ccccc1)c1ccnc2nc(/N=C/N(C)C)nn12 (stereo not drawn)	5	134	4%	-21%	x	x	x	-5	134
c1cc2nncn2nc1N1CCCC1	-25	116	6%	4%	7	89	81	25	116
Cc1cc2cc(CN(Cc3cccs3)Cc3nnnn3CC3CCCO3)c(=O)[nH]c2cc1C (stereo not drawn)	-10	94	6%	-62%	-7	66	73	10	94
COCCn1c(C)cc(C(=O)COC(=O)c2cc3c(s2)CCC3)c1C	5	147	39%	-55%	3	93	91	-5	147
CCC(NC(=O)N(Cc1ccccc1)Cc1ccc2c(c1)OCO2)(C(F)(F)F)C(F)(F)F	-2	172	-3%	14%	-42	37	78	1	172
COCCCNC(=O)c1ccccc1NS(=O)(=O)c1ccc(C)cc1	1	144	-1%	-39%	-18	69	87	-1	144
Next part:
SMILES	IL1B NFkB inh	IL1B NFkB inh cell count 2 µM	Bcl-B displacement	PLAP inhibitors HTS	MRP resist rev	MRP resist rev cytotoxicity	MRP resist rev with doxorubicin	IL1B NFkB pot	IL1B NFkB pot cell count 2 µM
CCSc1cc(C)nc2ncnn12	-1	216	-4%	10%	6	99	93	1	216
CC(=O)NS(=O)(=O)c1ccc(NC(=O)c2ccc(Br)o2)cc1	21	171	5%	0%	-6	85	91	-21	171
Cc1cc(C)n(S(=O)(=O)c2ccc(Cl)c(Cl)c2Cl)n1	7	96	-1%	-15%	2	92	90	-7	96
CC1CCCCN1C(=O)Cn1c(=O)oc2ccccc21 (stereo not drawn)	1	83	0%	x	0	98	98	-1	83
Cc1ccc(C(=O)NCCN2CCOCC2)cc1	-11	122	x	x	6	94	88	11	122
CCCCC(=O)Nc1ccc(C(N)=O)cc1	-6	163	2%	-12%	-2	95	97	6	163
CCN(Cc1ccccc1)S(=O)(=O)c1nc2nc(C)c(C)c(C)n2n1	x	x	-2%	14%	16	99	83	x	x
CCOc1ccc(N2C(=O)Nc3ccccc3C2(O)C(=O)NCc2ccc3c(c2)OCO3)cc1 (stereo not drawn)	5	166	-3%	22%	x	x	x	-5	166
CCOC(=O)N1CCN(C(=O)c2cc3c(=O)n(C)c4ccccc4c3n2C)CC1	-8	213	5%	-2%	-12	67	79	8	213
CCn1c(Cn2nnc(-c3ccccc3)n2)nnc1SCc1ccc(Cl)c(Cl)c1	-17	119	-2%	-39%	-23	59	82	17	119
Oc1cc2ccccc2cc1-c1n[nH]c(=S)o1	9	111	13%	-42%	-15	46	61	-9	111
O=C(O)C1CCC(=O)N(C2CCCCC2)C1c1ccccc1 (stereo not drawn)	-23	143	x	x	x	x	x	23	143
COCCn1c(SCC(=O)N2CCCCC2)nc2ccccc2c1=O	-7	121	0%	-11%	-1	92	93	7	121
CC1CCN(S(=O)(=O)c2cc(Cl)ccc2Br)CC1	-17	158	-6%	-15%	18	89	71	17	158
CCOC(=O)C1=C(C)Nc2ncnn2C1c1ccc2c(c1)OCO2 (stereo not drawn)	10	94	-6%	15%	4	82	78	-10	94
COc1cc2c(=O)n(Cc3ccccc3)c(=O)n(CC(=O)NCC3CCCO3)c2cc1OC (stereo not drawn)	x	x	-9%	-8%	x	x	x	x	x
O=C(O)CCC(=O)Nc1ccccc1C(=O)Nc1ccccc1	2	154	-6%	-53%	-3	92	94	-3	154
CCOc1ccccc1NC1=NCC(=O)N1Cc1ccc(F)cc1	4	113	-7%	13%	29	109	79	-4	113
CCOC(=O)c1c(NC(=S)NC(=O)c2ccc(Cn3cc(Cl)cn3)o2)sc2c1CCCCC2	-18	175	11%	8%	x	x	x	17	175
CCN1CCN(c2cc(C)c3cc(NC(=O)c4ccccc4F)ccc3n2)CC1	7	132	29%	-64%	x	x	x	-7	132
CCc1cc(-c2n[nH]c(=S)n2-c2cccc(C)c2)cs1	22	204	-5%	-68%	x	x	x	-22	204
CCN(CC)CCNC(=O)c1ccc(Cl)c(S(=O)(=O)Nc2ccc(Cl)cc2)c1	-2	172	-2%	-30%	x	x	x	2	172
O=C1CC(=O)C(n2cncn2)C(c2cccc(Cl)c2)C1 (stereo not drawn)	1	156	-2%	-6%	x	x	x	-1	156
COc1ccc(NC(=O)c2ccco2)cc1NC(=O)c1c(F)c(F)c(OC)c(F)c1F	4	145	-4%	19%	-4	92	96	-4	145
Cc1ccc(NC(=O)CN2C(=O)S/C(=C\c3cccn3C)C2=O)cc1	-16	128	1%	16%	x	x	x	16	128
COc1ccc(NS(=O)(=O)c2ccc(NS(=O)(=O)c3ccc(SC)cc3)cc2)c(OC)c1	-3	229	-17%	-35%	-22	55	77	3	229
CCN(CC)C(=O)CSc1nc2c(sc(=S)n2-c2ccccc2)c(=O)n1Cc1ccco1	-9	200	10%	-63%	42	60	18	9	200
COc1ccc(CC(NC(C)=O)C(=O)NC2CCN(S(=O)(=O)c3ccccc3)CC2)cc1OC (stereo not drawn)	4	139	-13%	-47%	12	99	88	-4	139
CCCNc1c(N)c(=O)oc2ccccc12	x	x	8%	-53%	1	87	86	x	x

Assay outcomes from PubChem BioAssay.
